CSN deneddyl inh: inhibitors of CSN-mediated cullin deneddylation, primary screen, biochemical, fluorescence polarization, uHTS. COP9 signalosome complex subunit 5 (Homo sapiens), Q92905. Purified CSN, SCF-Nedd8-OG deneddylation. inhibition, % at 12.5 µM. 360,000 tested, 0.38% active;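 active means pattern-corrected inhibition above about 35%, with an unprinted fluorescence ratio check between 0.5 and 1.5, limit read from the data, passing the limit was not always enough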;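 further: 0% = enzyme with substrate and 100% = substrate without enzyme; some results filed as inactive read as strong as hits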
Target sequence (Q92905 whole entry, looked up, one chain of several): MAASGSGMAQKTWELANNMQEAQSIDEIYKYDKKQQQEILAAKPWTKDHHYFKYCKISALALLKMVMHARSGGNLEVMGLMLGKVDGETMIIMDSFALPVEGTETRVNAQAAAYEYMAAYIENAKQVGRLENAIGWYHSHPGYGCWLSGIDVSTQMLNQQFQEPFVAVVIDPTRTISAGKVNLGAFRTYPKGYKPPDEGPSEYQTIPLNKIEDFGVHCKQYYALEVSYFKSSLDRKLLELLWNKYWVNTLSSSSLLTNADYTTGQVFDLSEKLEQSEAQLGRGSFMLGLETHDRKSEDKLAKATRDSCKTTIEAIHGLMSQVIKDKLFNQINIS
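Detection – fluorescence polarization · System – HEK293T-derived human Csn5 enzyme · Controls – substrate-only high control, full reaction low control · Timing – 90 min, room temperature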
MsrA inhibitor: bovine MsrA enzyme inhibitors, primary screen, biochemical, absorbance, HTS. Methionine sulfoxide reductase A (Bos taurus). purified bovine MsrA, absorbance read-out. 360,000 tested, 0.75% active. inhibition, % at 15.5 µM. AID 651718, 2012; in the data active means inhibition above about 4.5%;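 further: 0% = vehicle wells with enzyme and 100% = reference inhibitor wells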
MsrA act: bovine MsrA enzyme activators, primary screen, biochemical, absorbance, HTS. Methionine sulfoxide reductase A (Bos taurus). purified bovine MsrA, absorbance read-out. activation, % at 10.6 µM. 360,000 tested, 0.3% active; in the data active means activation above about 7.5%;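 further: 0% = vehicle and 100% = reference activator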
Rin1 Abl inh: inhibitors of Rin1-Abl protein binding, primary screen, biochemical, TR-FRET; 360,000 tested, 0.4% active; Tyrosine-protein kinase ABL1 (Homo sapiens) + Ras and Rab interactor 1 (Homo sapiens), …; inhibition, % at 7.35 µM; in the data active means inhibition above about 5%, passing the limit was not always enough
Neddyl block: inhibitors of cullin neddylation, primary screen, biochemical, TR-FRET, uHTS, NAE and Ubc12. NEDD8-conjugating enzyme Ubc12 (Homo sapiens) + NEDD8-activating enzyme E1 regulatory …. calls only at 25 µM. 360,000 tested, 0.58% active; in the data active means inhibition above about 36%
Target sequence (P61081 whole entry, looked up): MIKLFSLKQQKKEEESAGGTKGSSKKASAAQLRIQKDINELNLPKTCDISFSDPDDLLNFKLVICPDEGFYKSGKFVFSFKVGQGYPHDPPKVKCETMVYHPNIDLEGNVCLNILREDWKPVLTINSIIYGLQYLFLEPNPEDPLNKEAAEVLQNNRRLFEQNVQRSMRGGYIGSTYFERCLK
Target sequence (Q13564 whole entry, looked up): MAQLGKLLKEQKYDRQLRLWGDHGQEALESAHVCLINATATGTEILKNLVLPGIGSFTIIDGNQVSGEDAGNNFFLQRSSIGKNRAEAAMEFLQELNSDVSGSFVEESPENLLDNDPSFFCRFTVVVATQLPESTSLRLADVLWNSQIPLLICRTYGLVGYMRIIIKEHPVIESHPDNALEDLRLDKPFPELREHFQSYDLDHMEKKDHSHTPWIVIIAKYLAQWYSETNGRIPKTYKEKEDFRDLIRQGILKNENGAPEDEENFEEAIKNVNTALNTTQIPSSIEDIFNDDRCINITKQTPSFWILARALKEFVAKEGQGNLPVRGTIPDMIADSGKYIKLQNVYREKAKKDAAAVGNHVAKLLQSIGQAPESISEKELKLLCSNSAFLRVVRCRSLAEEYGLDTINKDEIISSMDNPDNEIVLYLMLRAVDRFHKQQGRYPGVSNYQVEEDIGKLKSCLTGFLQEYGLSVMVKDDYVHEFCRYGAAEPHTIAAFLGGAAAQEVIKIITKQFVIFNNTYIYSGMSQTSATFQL
FAS-TE inh: FAS thioesterase domain inhibitors, primary screen, biochemical, fluorescence intensity, uHTS; recombinant FAS-TE, OMFH fluorogenic substrate, fluorescence endpoint; inhibition, % at 15 µM; AID 602261, 2012; Fatty acid synthase (Homo sapiens), P49327; 360,000 tested, 0.67% active;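 active means compounds whose normalised, plate-corrected inhibition of enzyme fluorescence in the single-dose primary screen is 50% or more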;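 further: 0% = DMSO with enzyme and 100% = substrate without enzyme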
E coli Lon inh: inhibitors of E. coli Lon protease, primary screen, biochemical, fluorescence polarization; P0A9M0; purified E. coli Lon protease; 360,000 tested, 0.42% active; inhibition, % at 7.94 µM; in the data active means inhibition above about 13%, passing the limit was not always enough;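 further: 0% = enzyme with probe and DMSO and 100% = no enzyme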
PABP1 MLLE inh: inhibitors of PABP1 MLLE–PAM2 peptide binding, primary screen, biochemical, fluorescence polarization, FITC-PAM2, GST-MLLE | inhibition, % at 20 µM | 360,000 tested, 0.36% active | AID 588489, 2011; in the data active means inhibition above about 35%, passing the limit was not always enough;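 further: plate controls were DMSO wells with GST-MLLE for no effect and wells lacking GST-MLLE protein for full effect; some results filed as inactive read as strong as hits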
Tb MetRS inh: T. brucei MetRS inhibitors, primary screen, biochemical, luminescence; inhibition, % at 11.9 µM; methionyl-tRNA synthetase (Trypanosoma brucei brucei); purified T. brucei MetRS, ATP depletion, Kinase-Glo luminescence; 360,000 tested, 0.4% active;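 active means inhibition above a per-plate cutoff of the control wells' mean inhibition plus 3 SD, cut at about 5.5% in these data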;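 further: 0% = DMSO wells median and 100% = median of wells with control inhibitor compound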
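Material – parasite MetRS enzyme · Medium – HEPES-MgCl2-KCl buffer plus DTT, spermine, BSA, pyrophosphatase · Reagent – ATP, methionine and E. coli bulk tRNA substrates · Times – 15 min enzyme-compound preincubation, 2 h reaction, 10 min detection, 25 °C · Measured by – luminescence of leftover ATP · Evaluation – percent inhibition relative to median high and low control wells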
* hit, by the source's call; i = inactive; / = not tested or not shown; + = active, no number.

Sample of the layout, four compounds:
SMILES	CSN deneddyl inh	MsrA inhibitor	MsrA act	Rin1 Abl inh	Neddyl block	FAS-TE inh	E coli Lon inh	PABP1 MLLE inh	Tb MetRS inh
Oc1ccc(/C=N/Nc2ccnc3cc(Cl)ccc23)cc1O	3	-1.4	-4	11*	i	-32	1	-10	5.6*
CC1(C)CC(=O)C=C(c2cccnc2)C1	1	-0.7	-4	1	i	-9	0	5	-0.3
COc1ccc(-c2cc(C(=O)N(C)CC(=O)Nc3cccc(F)c3)c3ccccc3n2)cc1OC	-1	2.5	-2	-1	/	10	-9	-1	0.0
CN1CCNC(=O)C1CC(=O)O (stereo not drawn)	-3	0.3	-2	0	i	-6	-8	-6	-0.6

All compounds of this part, from the first entry:
SMILES	CSN deneddyl inh	MsrA inhibitor	MsrA act	Rin1 Abl inh	Neddyl block	FAS-TE inh	E coli Lon inh	PABP1 MLLE inh	Tb MetRS inh
Oc1ccc(/C=N/Nc2ccnc3cc(Cl)ccc23)cc1O	3	-1.4	-4	11*	i	-32	1	-10	5.6*
CC1(C)CC(=O)C=C(c2cccnc2)C1	1	-0.7	-4	1	i	-9	0	5	-0.3
COc1ccc(-c2cc(C(=O)N(C)CC(=O)Nc3cccc(F)c3)c3ccccc3n2)cc1OC	-1	2.5	-2	-1	/	10	-9	-1	0.0
CN1CCNC(=O)C1CC(=O)O (stereo not drawn)	-3	0.3	-2	0	i	-6	-8	-6	-0.6
NS(=O)(=O)c1ccc(CCNC(=O)c2ccc(OCC3CCCO3)cc2)cc1 (stereo not drawn)	3	1.5	-2	2	i	-2	3	6	-0.2
N#C/C(=C\N1CCN(Cc2ccc3c(c2)OCO3)CC1)c1nc2ccccc2s1	18	2.5	-2	3	i	-2	-66	24	-0.1
COc1ccc(-n2cc(CN(C)Cc3n[nH]c(=O)[nH]3)c(-c3cccc(F)c3)n2)cc1	1	1.7	-3	-2	+	8	8	-2	0.1
C[C@@H]1CN([C@@H](C)CO)C(=O)c2cc(N(C)C)ccc2O[C@@H]1CN(C)Cc1ccncc1	2	1.8	-6	-1	i	-8	1	11	-0.7
COc1ccc(N2C(=O)[C@@H]3[C@H](C2=O)[C@H]2C=CC=NN2[C@@H]3C(=O)Nc2ccc(Cl)cc2)cc1	-2	2.5	-2	1	i	5	-16	1	0.1
CC(C)N1CCN(Cc2ccc(C#CC(C)(C)O)s2)CC1CCO (stereo not drawn)	-4	-0.5	-9	0	i	-9	-1	-12	-0.9
CNc1ncnc2sc(-c3ccccc3)cc12	-5	4.0	-5	-8	i	6	-3	-7	-0.5
N=c1oc2cc(O)ccc2cc1C(=O)Nc1ccc(F)cc1	9	1.2	-3	1	/	-2	-5	4	-1.5
COc1cc(Cl)c(C)cc1NC(=O)CSc1ccccc1	1	0.2	-8	4	i	35	-1	12	-0.8
CCOC(=O)C(=NC1CCS(=O)(=O)C1)NNc1cc(Cl)ccc1Cl (stereo not drawn)	-3	-0.2	-3	2	i	22	-1	1	0.3
OCC[C@H]1C[C@H](O)[C@@H](O)[C@@]2(CCCc3ccccc3O2)O1	2	-0.1	-2	2	i	-8	2	-18	0.5
Cc1nc(CN(C)C(=O)c2cc(COc3c(F)cccc3F)on2)cs1	-6	-0.2	-1	2	i	-4	0	-4	-0.9
CCCn1c2c(c(O)c(C(=O)Nc3ccc(OCC)cc3)c1=O)CCCC2	-2	0.6	-5	0	/	22	-5	0	-0.7
CCN(CC)S(=O)(=O)c1cccc(-c2nnc(SCC(=O)NCCC3=CCCCC3)n2N)c1	8	-1.6	-4	-1	i	6	-6	-28	-0.7
Cc1onc(-c2ccccc2Cl)c1C(=O)N1C=CC(C(F)(F)Cl)=NCC1	1	2.9	-2	-3	i	-3	-4	0	-0.6
Nc1nccnc1C(=O)OCC(=O)Nc1ccc2[nH]c(=O)[nH]c2c1	-4	0.1	-3	1	i	-6	-3	9	0.1
O=C(CCOc1ccccc1)Nc1ccnn1C1CCN(C(=O)CCC(F)(F)F)CC1	0	-0.6	-1	1	i	-10	1	6	-0.4
COc1ccccc1NC(=O)CN(Cc1ccco1)C(=O)c1ccc(N2CCCC2=O)cc1	-1	1.0	-3	3	i	-7	8	-17	-0.4
CCCCc1ccc(NC(=O)N[C@H](C(=O)O)C(C)CC)cc1 (stereo partly drawn)	2	1.2	0	-3	i	-4	-4	11	-0.3
COc1ccc(OC)c(NC(=O)COC(=O)c2ccc(OC)c(S(=O)(=O)N3CCOCC3)c2)c1	1	-0.7	-2	1	i	-1	-4	14	-0.1
O=C(O)c1ccc(NC(=S)Nc2ccc(S(=O)(=O)Nc3ccccn3)cc2)cc1	5	0.5	-7	3	i	-5	8	25	-0.3
COc1ccc(CC(=O)OCC(=O)NCC2CCCO2)cc1OC (stereo not drawn)	2	-0.9	-3	4	i	-2	-2	-10	-0.2
Cc1nnc(NC(=O)c2sc3ccccc3c2Cl)s1	-1	2.9	-2	1	i	-2	-7	2	-0.4
O=[N+]([O-])c1ccc(/C=C/c2ccc3cccc(O)c3n2)cc1	2	1.7	-6	-2	i	8	3	85	-0.6
O=c1c(Br)c(N2CCOCC2)cnn1-c1ccccc1	-6	0.5	-4	2	i	-3	3	-6	-0.1
COc1cc(NC(=O)Nc2cccn3nc(COCCO)nc23)cc(OC)c1OC	0	0.6	-5	-1	i	-8	-10	13	0.4
CCCn1c(SCN2C(=O)c3ccccc3C2=O)nc2cc(Cl)ccc2c1=O	1	0.7	-2	-1	i	28	-12	-89	-0.5
O=C(OCCN1C(=O)c2ccccc2C1=O)c1cccs1	-3	-0.8	-2	0	i	0	-6	-12	-0.3
O=C(c1ccc(S(=O)(=O)Nc2cccc(C(F)(F)F)c2)cc1)N1CCN(c2ccccc2O)CC1	1	-0.3	-4	-1	i	11	-11	-1	-0.4
COC(=O)C(Cc1c[nH]c2ccccc12)NC(=O)C(=O)c1c[nH]c2ccccc12 (stereo not drawn)	2	1.1	0	3	i	1	4	-19	0.4
COc1cc(C2=CN(Cc3ccccc3)CCC2=O)cc(OC)c1OC	-3	4.0	-3	0	i	-18	1	4	-0.1
Cn1c(SCC(=O)NCC2CCCO2)nnc1-c1cccc(NC(=O)c2ccccc2F)c1 (stereo not drawn)	0	1.0	-3	-5	i	-3	-9	-22	-0.3
CN1CCN(C(=O)c2ccc3c(=O)n(Cc4ccco4)c(=S)[nH]c3c2)CC1	-4	0.6	-11	0	i	-9	-15	-70	-1.1
Cc1cc(C[n+]2ncsc2N)c2ncccc2c1	-1	0.3	5	-1	i	-164	2	10	-0.4
Cc1cc(F)ccc1S(=O)(=O)Nc1ccccc1C(=O)Nc1ncn[nH]1	-3	0.8	4	0	/	9	0	-10	0.5
CCCCn1nc2cc(C(=O)NC3CCc4ccccc43)ccc2c1OCC (stereo not drawn)	6	-0.8	2	0	/	9	-8	-10	-0.3
CCCCOc1nc(N2CCOCC2)nc(C)c1[N+](=O)[O-]	-2	0.7	1	0	i	16	2	-7	-0.2
CCCCCNC(=O)C1CCC(Cn2c(=S)[nH]c3ccccc3c2=O)CC1 (stereo not drawn)	-2	-1.1	-2	-3	i	1	-4	-58	-0.2
O=C1COc2ccc(C(=O)COC(=O)CCSc3ccccc3)cc2N1	5	1.0	-1	3	i	11	-7	0	0.3
O=C(CC1C(=O)Nc2ccccc2N1CC(=O)N1CCCC1)Nc1ccc(Br)cc1 (stereo not drawn)	1	-0.1	-3	0	i	4	-3	2	19*
CCOC(=O)C1=NNC(C(=O)c2ccc(Cl)cc2)C1c1ccccc1 (stereo not drawn)	2	0.3	-6	-1	i	9	1	6	-1.3
NC(=O)Oc1cccc(OC(N)=O)c1	-2	-0.5	0	0	i	-8	11	-4	0.9
O=C1OC(Nc2nc3ccccc3s2)c2ccccc21 (stereo not drawn)	-1	0.0	-1	2	i	-7	3	2	0.0
Cc1cc(C)cc(N(CC(=O)Nc2ccc(-c3nc4ccc(C)cc4s3)cc2)S(C)(=O)=O)c1	-11	2.6	-6	-1	i	18	3	-19	-0.4
Cc1ccc(/C=C2\SC(N)=NC2=O)s1	6	2.4	-4	-3	i	-10	-4	3	-0.6
COc1cc(C2c3c([nH]c(=O)[nH]c3=O)Nc3ccc4ccccc4c32)ccc1O (stereo not drawn)	6	1.4	-4	3	i	-5	0	1	0.1
O=C(O)C1CCN(C(=O)c2csc(-c3ccc4c(c3)CCO4)n2)CC1	4	-0.5	-4	-5	i	-7	-3	-11	-0.1
O=C(CCc1nc2ccccc2c(=O)[nH]1)N1CCN(C/C=C/c2ccccc2)CC1	0	0.6	6	0	i	-2	-6	6	-0.6
C/C(Cn1nnc2ccccc21)=N\OC(=O)c1ccccc1C	-5	-0.1	-2	2	i	-3	-2	9	-0.1
CC(C)(C)C(=O)COC(=O)c1cccc(NC(=O)c2ccco2)c1	6	0.1	0	-1	i	-8	4	4	-0.2
Fc1ccccc1-c1nc2ccccc2[nH]1	-5	-2.2	-5	2	i	-12	-5	14	-1.5
CCC(C)N1CC(=O)N2Cc3[nH]c4ccccc4c3C[C@H]2C1=O (stereo partly drawn)	5	0.7	0	2	i	-6	-5	4	0.5
CCN(CC)CCN(C(=O)/C=C/c1cccs1)c1nc2ccc(C)cc2s1	2	1.6	-8	1	/	14	-1	5	-0.9
CC(C(=O)N(C)CC(=O)Nc1ccccc1C(F)(F)F)N1C(=O)c2ccccc2C1=O (stereo not drawn)	4	0.4	-3	0	i	-2	3	-13	-0.5
COc1ccc(N(CC(=O)NC2CCCC2)C(=O)c2ccc(N3CCCCC3)nc2)cc1	3	0.9	-8	-2	i	2	3	-4	-0.3
CC1CCN(Cc2nnnn2CCCC(=O)N(C)C(C)c2ccccn2)CC1 (stereo not drawn)	-2	-0.7	-7	-1	i	-10	2	5	-0.4
CCn1nc(C)c(CN2CCC(C(=O)Nc3cccc(-c4cccc(Cl)c4)c3)CC2)c1C	-1	-0.7	3	4	i	-1	-3	-3	-0.4
CSCCOC(=O)C1=C(C)NC(=O)NC1c1ccc2c(c1)OCO2 (stereo not drawn)	-1	-1.1	0	1	i	-3	-3	8	0.0
COc1ccc(/C=N/NC(=O)CSc2ccccc2)cc1OC	-8	0.4	-9	-1	i	-10	0	-3	-1.5

3 entries from above, sorted by the number in MsrA inhibitor, lowest first:
SMILES	CSN deneddyl inh	MsrA inhibitor	MsrA act	Rin1 Abl inh	Neddyl block	E coli Lon inh	PABP1 MLLE inh	Tb MetRS inh
O=C(CCOc1ccccc1)Nc1ccnn1C1CCN(C(=O)CCC(F)(F)F)CC1	0	-0.6	-1	1	i	1	6	-0.4
CCCn1c(SCN2C(=O)c3ccccc3C2=O)nc2cc(Cl)ccc2c1=O	1	0.7	-2	-1	i	-12	-89	-0.5
N=c1oc2cc(O)ccc2cc1C(=O)Nc1ccc(F)cc1	9	1.2	-3	1	/	-5	4	-1.5

Bioassay records from PubChem BioAssay.
